LmPK inh = qHTS Assay for Inhibitors of Leishmania Mexicana Pyruvate Kinase (LmPK); Potency, µM (series often up to 57.5 µM), without a hit: at the top dose activity change, negative = inhibition, usual class: inhibitors; AID 1721, 2009; purified LmPK, Kinase-Glo ATP luminescence, 1 h; Q27686; 290,000 compounds, 0.37% hits; further: potency means the concentration at half of the fitted maximal effect
Target sequence (Q27686 whole entry, looked up): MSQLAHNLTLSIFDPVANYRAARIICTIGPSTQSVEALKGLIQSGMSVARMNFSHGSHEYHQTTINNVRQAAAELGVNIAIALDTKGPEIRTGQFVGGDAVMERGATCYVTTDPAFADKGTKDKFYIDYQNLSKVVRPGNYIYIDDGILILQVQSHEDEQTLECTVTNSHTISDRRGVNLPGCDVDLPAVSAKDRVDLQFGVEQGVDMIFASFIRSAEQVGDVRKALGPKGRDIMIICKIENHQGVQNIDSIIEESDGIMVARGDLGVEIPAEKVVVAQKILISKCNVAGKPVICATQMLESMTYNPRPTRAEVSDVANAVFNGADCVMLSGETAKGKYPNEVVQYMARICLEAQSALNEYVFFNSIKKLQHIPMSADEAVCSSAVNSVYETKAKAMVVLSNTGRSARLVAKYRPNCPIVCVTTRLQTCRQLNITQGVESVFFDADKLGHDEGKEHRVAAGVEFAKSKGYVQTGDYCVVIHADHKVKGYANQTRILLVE
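Purified LmPK (0.1 nM) with 0.5 mM PEP and 0.1 mM ADP in imidazole buffer pH 7.2 with MgCl2/KCl, 1 h at room temperature. ATP formed was read by luciferase luminescence and normalized to no-enzyme and uninhibited controls.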
AmpC inh no detg = qHTS Inhibitors of AmpC Beta-Lactamase (assay without detergent); P00811; AmpC nitrocefin hydrolysis, absorbance 480 nm, 0.0001% Triton; AID 485341, 2010; 330,000 compounds, 0.52% hits; Potency, µM (top dose mostly 57.1 µM), for the others: at the top dose activity change, negative = inhibition, usual class: inhibitors;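 further: potency means the concentration at half of the fitted maximal effect; plate controls were no compound for no effect and no enzyme for full effect; nearly all actives have a fitted effect of over 20% in size; some results filed as inactive show a strong effect at the top dose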
Target sequence (P00811 whole entry, looked up): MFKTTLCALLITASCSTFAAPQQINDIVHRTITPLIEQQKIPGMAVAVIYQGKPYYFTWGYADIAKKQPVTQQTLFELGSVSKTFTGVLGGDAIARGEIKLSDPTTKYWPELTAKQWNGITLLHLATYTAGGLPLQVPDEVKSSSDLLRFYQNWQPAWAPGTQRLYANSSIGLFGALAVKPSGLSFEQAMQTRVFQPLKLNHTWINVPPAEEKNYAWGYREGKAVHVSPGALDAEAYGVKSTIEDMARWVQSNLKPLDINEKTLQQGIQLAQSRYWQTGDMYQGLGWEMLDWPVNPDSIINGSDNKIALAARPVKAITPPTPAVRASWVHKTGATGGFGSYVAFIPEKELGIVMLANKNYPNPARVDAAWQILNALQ
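20 mM phosphate pH 7.0 + 0.01% (detergent screen) or 0.0001% Triton X-100; 5.3 nM AmpC reagent; cpd preinc 15 min RT; nitrocefin (800 uM stock) to start; A480 q20 s × 4 min; Activity was normalised to no-enzyme and no-compound control wells.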
HCV inh = qHTS Assay for Inhibitors of Hepatitis C Virus (HCV); Potency, µM (doses to about 41.8 µM), inactives show at the highest dose activity change, negative = inhibition, hits mostly inhibitors; Huh7.5.1 HCVcc-Cre infection, luciferase reporter, 44 h; AID 651820, 2012; 340,000 compounds, 3.4% hits; further: potency means the concentration at half of the fitted maximal effect
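After 44 h co-culture of compound, cells and HCVcc-Cre (~0.5 moi), substrate is added for 15 min at room temperature and luciferase measured over 15 sec. Cells were seeded at 1,000/well and pre-cultured 4 h.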
AMA1-RON2 inh = qHTS for Inhibitors of AMA1-RON; Towards Development of Antimalarial Drug Lead: Primary Screen. AlphaScreen AMA1-biotinylated RON2 peptide binding. Potency, µM (highest dose often 58.2 µM), for the others: at the top dose activity change, negative = inhibition, usual class: inhibitors. 360,000 compounds, 0.2% hits;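 further: potency means the concentration at half of the fitted maximal effect; 0% = vehicle wells and -100% = peptide control; nearly all actives have a fitted effect of over 45% in size; some results filed as inactive show a strong effect at the top dose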
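AMA1 (3D7) with his tag at 25 nM final met compounds first, then biotinylated RON2 peptide at 25 nM; detection used donor plus acceptor beads, 10 µg/mL apiece, read by AlphaScreen after 30 min at room temperature.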
Tb PYK inh = qHTS of Trypanosoma Brucei Inhibitors. 410,000 compounds, 0.12% hits. AID 624173, 2012. TbPYK enzyme, Kinase-Glo Plus ATP luminescence, 45 min. Potency, µM (highest dose often 76.8 µM), for inactives: top-dose activity, negative = inhibition, hits mostly inhibitors; further: potency means the concentration at half of the fitted maximal effect; nearly all actives have a fitted effect of over 50% in size
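Readout: single end-point luminescence (Kinase-Glo Plus, 10 min). Reaction conditions were TbPYK/substrate plus 130 uM ADP, 45 min at RT, pH 7.2 TEA buffer. No-enzyme wells served as controls, and data were normalized before concentration-response fitting.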
AmpC inh detg = qHTS Inhibitors of AmpC Beta-Lactamase (assay with detergent). AmpC hydrolysis of nitrocefin, absorbance 480 nm, 0.01% Triton. Potency, µM (titrated, usually from 114 µM), inactives show at the highest dose activity change, negative = inhibition, hits mostly inhibitors. 370,000 compounds, 0.041% hits. AID 485294, 2010;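 further: potency means the concentration at half of the fitted maximal effect; 0% = no-compound wells and -100% = no-enzyme wells; nearly all actives have a fitted effect of over 25% in size; some results filed as inactive show a strong effect at the top dose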
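20 mM phosphate pH 7.0 + 0.01% (detergent screen) or 0.0001% Triton X-100; 5.3 nM AmpC reagent; cpd preinc 15 min RT; nitrocefin (800 uM stock) to start; A480 q20 s × 4 min; Activity was normalised to no-enzyme and no-compound control wells.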
HCMV antiviral = qHTS Assay for inhibitors of the human cytomegalovirus (HCMV) | HFF cells, HCMV-luciferase reporter, 72 h; active compounds read low | AID 1259415, 2018 | activity change, negative = inhibition, % at 57.5 µM | 410,000 compounds, 4.5% hits; in the data active means activity change below about -60%; inconclusive means no clear call, values can overlap the other calls; inactive means above about -39%
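Compounds were evaluated in HFFs infected with an HCMV luciferase reporter virus (MOI 1 PFU/cell). Luciferase in lysates collected 72 h post infection served as the replication measure.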
Active calls of the source: *; ? = inconclusive; · = not tested or not shown; & = joins results of further samples; [ ] = remark or other dose. Unless noted, the call rests on the fitted dose curve; in most records, active means well fitted curve in the direction sought with a large enough effect; inconclusive means small, poorly fitted or top-dose-only effect, or another doubt; inactive means no such curve, though single readings can be large; an effect the other way counts as inactive or inconclusive. Unless noted, on the % scale 0 is the no-effect control and ±100 the full control effect.

SMILES	LmPK inh	AmpC inh no detg	HCV inh	AMA1-RON2 inh	Tb PYK inh	AmpC inh detg	HCMV antiviral
Cc1ccc(S(=O)(=O)N(CC(=O)NCc2cccnc2)c2ccc(F)cc2)cc1	-3%	21%	2%	7%	1%	-9%	77
Cc1ccc(-n2c(=O)cc(NCc3cccnc3)[nH]c2=O)cc1	2%	-6%	17%	-8%	-15%	-4%	-14
COCCNC(=O)c1ccccc1NC(=O)CCSc1ccccc1	1%	7%	-23%	2%	-1%	-3%	-7
FC(F)(F)c1cccc(-n2cc(-c3ccccc3)[nH]c2=S)c1	-4%	-30%	?	56%[activator]	-22%	0%	-16
COc1cc(C)nc(Oc2ccc(=O)[nH]n2)n1	-3%	-22%	18%	0%	-7%	?	56
Cc1cc(C)cc(NC(=O)N2CCN(C/C=C/c3ccccc3)CC2)c1	-3%	1%[2.29 µM]	-15%	10%	-16%	-2%	-22
O=C(c1ccc2ccccc2c1)C1CCCN(S(=O)(=O)c2cccnc2)C1 (stereo not drawn)	1%	59%	?	-20%	-7%	1%	?
O=C(NCc1nc2ccccc2[nH]1)C1=C[C@H](c2ccc(C(F)(F)F)cc2)C[C@H](OCCCCO)O1	·	·	-5%	73%[activator]	0%	·	-25
O=C(OCC(=O)c1ccc(S(=O)(=O)N2CCCC2)cc1)C1=COCCO1	0%	-50%	5%	22%	-8%	?	3
CCOC(=O)c1c(C)n(-c2ccc(C)cc2)c2ccc(OCC(O)CNCCCO)cc12 (stereo not drawn)	4%	65%[activator]	?	-16%	5%	?	-75*
COc1cccc(N2[C@@H](CC(=O)O)c3ccccc3S2(=O)=O)c1	·	·	?	6%	0%	·	33
CCC(=O)c1c[nH]c(C(=O)NCCCN2CCOCC2)c1	3%	-7%	12%	-10%	10%	-5%	-9
CCOc1ccccc1N1CC(C(=O)Nc2ccc(S(=O)(=O)N3CCCCC3)cc2)CC1=O (stereo not drawn)	·	-23%	2%	-5%	-8%	-2%	?
Cc1ccc(NC(=O)CN2C(=O)N/C(=C/c3ccc(C)s3)C2=O)cc1	-6%	-38%	?	5%	-7%	-3%	41
Cc1cccn2c(=O)c3cc(C(=O)N4CCCC(C)C4)sc3nc12 (stereo not drawn)	0%	-5%	?	-7%	-2%	?	78
Cc1ccc2cc(CN(CCN3CCOCC3)Cc3nnnn3Cc3ccco3)c(=O)[nH]c2c1C	3%	3%	10%	6%	4%	-11%	-17
Cc1cc(C(=O)NC2CCC(C)CC2)c(C)o1 (stereo not drawn)	-3%	-33%	-17%	-4%	-2%	-3%	-24
CCOC(=O)N1CCN(S(=O)(=O)c2ccc(C(=O)N(CCCN(C)C)c3nc4ccc(Cl)cc4s3)cc2)CC1	2%	119%[activator]	11µM*	-5%	-3%	0%	8
CC1=C(CC(=O)O)c2cc(F)ccc2C1=Cc1ccc(S(C)(=O)=O)cc1	·	-7%	24%	4%	-8%	1%	39
COc1ccccc1C(=O)NNC(=O)CCCN1C(=O)/C(=C/c2cccs2)SC1=S	5%	2%	-4%	39%[activator]	-10%	4%	-68*
O=C1CSC(c2ccccc2[N+](=O)[O-])N1c1cccc(F)c1 (stereo not drawn)	1%	-14%	8%	14%	3%	-6%	45
C1CC1Cc1noc(CN2CCN(C3C4CC5CC(C4)CC3C5)CC2)n1 (stereo not drawn)	3%	-10%	4%	-7%	-20%	-3%	-13
CCCC(=O)NC1=C(N2CC2)C(=O)C(NC(=O)CCC)=C(N2CC2)C1=O	·	·	-29%	6%	3%	·	14
Cc1ccc2cc(NC(=O)Cc3ccccc3)ccc2n1	-22%	-7%	-2%	-4%	-15%	-5%	88
COc1ccc(NC(=O)Cn2nc(-c3ccccc3)c3cnc4ccc(C)cc4c32)cc1	·	·	·	·	1%	-9%	47
Cc1ccc(C)c(NC(=O)CN(C)C(=O)CN2C(=O)C3CCCCC3C2=O)c1 (stereo not drawn)	·	-5%	18%	-15%	6%	-15%	11
NC(=O)C1CCN(c2nc(-c3ccc(Br)cc3)cs2)CC1	1%	23%&6%&-8%	21%&15%&47%	-15%&4%	4%	?	-38
NC(=O)c1sc2nnc(-c3ccccc3)c(-c3ccccc3)c2c1N	3%	2%	-16%	-6%	-1%	-1%	?
COc1ccc(CCC(=O)NC(C)C)cc1	-4%	-13%	-1%	-16%	-2%	-6%	-86*
COc1ccc(NC(=O)Cn2c3ccccc3c3nc4n(c(=O)c32)CCS4)cc1OC	4%	112%[activator]	-15%	-9%	4%	-7%	-37
COc1ccccc1CNC(=O)Cn1c(=O)oc2cc(S(=O)(=O)NCc3ccccc3)ccc21	·	·	·	·	-7%[15.4 µM]	3%	?
O=C(NCCc1ccccc1)c1ccccc1NC(=O)C1CCCCC1C(=O)O (stereo not drawn)	0%	-28%	·	·	·	1%	97
CC(=O)Nc1cccc(C(=O)NC(C)c2ccc(S(N)(=O)=O)cc2)c1 (stereo not drawn)	2%	-17%	-24%	9%	1%	0%	67
Cc1nc2ccccn2c1C(=O)N/N=C/c1ccccc1	7%	-21%	8%	35%[activator]	6%	-6%	-3
CCn1cc(CNC(=O)C2C3CCC(C3)C2C(=O)O)cn1 (stereo not drawn)	-2%	-10%	18%	-1%	-1%	-13%	4
CC(C)(C)n1nnnc1C(c1cccs1)N(Cc1cccnc1)Cc1ccccc1Cl (stereo not drawn)	3%	20%	10µM*	-11%	-10%	-10%	-20
Cc1ccc(C)c(-n2c(N)c(C(N)=O)sc2=S)c1	0%	-25%	?	-4%	-17%	4%	55
O=C(O)c1cc(N2C(=O)C3C4C=CC(C4)C3C2=O)ccc1N1CCOCC1 (stereo not drawn)	-1%	-14%	15%	38%[activator]	1%	-2%	?
O=C(CCN1CCN(C/C=C/c2ccccc2)CC1)Nc1ccccc1Cl	6%	104%[activator]	-6%	-3%	-1%	-12%	44
O=C(O)COCC(=O)Nc1ccc2c(c1)oc1ccccc12	-2%	-9%	5%	-6%	1%	-3%	-26
Cc1cc(C)c2oc(-c3cccc(NC(=O)c4cccc(F)c4)c3C)nc2c1	·	·	·	·	0%	-1%	-1
CC(=O)Nc1ccc(Nc2cc(C)c3ccccc3n2)cc1	3%	-20%	-21%	5%	1%	-6%	-3
COc1ccc(CCNCC(=O)N2C(C)CCCC2C)cc1OC (stereo not drawn)	-14%	-15%	7%	-13%	-1%	?	4
CCS(=O)(=O)N1Cc2ccccc2CC1C(=O)N(C)CC(=O)Nc1cccc(F)c1 (stereo not drawn)	·	3%	1%	40%[activator]	4%	-14%	-10
COCCn1cnc2c1c(=O)n(CC(=O)NC(=O)NC(C)(C)C)c(=O)n2Cc1ccccc1	6%	68%[activator]	3%	-13%	-11%	-7%	-34
O=C(COC(=O)c1ccc(S(=O)(=O)NCc2ccco2)cc1)NCc1ccccc1	·	-18%	8%	-12%	8%	·	-20
CCCC(=O)NCCc1cc2c(C)ccc(C)c2[nH]c1=O	-4%	3%	0%	-5%	0%	0%	?
O=C1CCN(CC2CCCCC2)C=C1C(=O)c1ccccc1	·	·	-21%[8.37 µM]	8%	-4%	·	-25
CC(C)(C)OC(=O)N1CCC(c2c(C(=O)NCc3ccccc3)cnn2-c2ccccc2)CC1	·	·	·	·	-3%[15.4 µM]	22%	0
CC1(c2ccccc2)NC(=O)N(CC(=O)NCCC2=CCCCC2)C1=O (stereo not drawn)	1%	-4%	-4%	-8%	0%	4%	-69*
COC(=O)C(C)Sc1ccc2nnc(-c3cccc(F)c3)n2n1 (stereo not drawn)	4%	1%	-23%	0%	-21%	-10%	16
O=[N+]([O-])c1cccnc1Oc1ccc(OCc2ccccc2)cc1	-2%	-22%	-6%	-9%	-3%	-5%	-18
CC(Cc1ccccc1)NC(=O)CCCCC(=O)NC(C)Cc1ccccc1 (stereo not drawn)	-3%	21%	?	8%	-8%	?	54
COC(=O)c1ccc(C(=O)NC(=S)Nc2nc3c(s2)CCCC3)cc1	-1%	-46%	-4%	29%	-8%	-4%	90
C[C@H]1CN([C@@H](C)CO)C(=O)CCCn2cc(nn2)CO[C@@H]1CN(C)C(=O)C1CCCCC1	·	·	·	8%	-4%	·	8
COc1ccc(NC(=O)CC2C(=O)N(c3ccc(C)cc3)C(=O)N2Cc2ccc3c(c2)OCO3)cc1 (stereo not drawn)	·	·	·	·	1%	1%	20
CCN1CCC(N(Cc2ccc(F)cc2)C(=O)Nc2cc(C)ccc2C)CC1	·	·	·	·	-3%	1%	-24
c1ccc(-c2cnn3nnnc3n2)cc1	-1%	-14%	13%	0%	1%	-8%	16
O=C(Nc1ccc(F)cc1)c1ccc(=O)[nH]n1	1%	-17%	7%	-2%	2%	3%	-21
O=C(CN1C(=O)NC2(CCCCC2)C1=O)Oc1ccc2c(C(F)(F)F)cc(=O)oc2c1	·	-27%	4%	5%	2%	?	-16
CC1CN(c2nc3ccccc3cc2-c2ccccc2)CC(C)O1 (stereo not drawn)	-1%	-12%	-1%	28%	-7%	6%	-14
Cc1ncc([N+](=O)[O-])n1CC(=O)N/N=C/c1ccccc1F	0%	-15%	19%	-13%	3%	7%	19

Complete entries, looked up by structure:
Shown for CC(C)(C)OC(=O)N1CCC(c2c(C(=O)NCc3ccccc3)cnn2-c2ccccc2)CC1 : LmPK inh = ·; AmpC inh no detg = ·; HCV inh = ·; AMA1-RON2 inh = ·; Tb PYK inh = -3%[15.4 µM]; AmpC inh detg = 22%; HCMV antiviral = 0
Shown for O=C(Nc1ccc(F)cc1)c1ccc(=O)[nH]n1 : LmPK inh = 1%; AmpC inh no detg = -17%; HCV inh = 7%; AMA1-RON2 inh = -2%; Tb PYK inh = 2%; AmpC inh detg = 3%; HCMV antiviral = -21

Just HCV inh, Tb PYK inh and HCMV antiviral (two entries from above):
canonical_smiles | HCV inh | Tb PYK inh | HCMV antiviral
CC1CN(c2nc3ccccc3cc2-c2ccccc2)CC(C)O1 (stereo not drawn) | -1% | -7% | -14
CC1(c2ccccc2)NC(=O)N(CC(=O)NCCC2=CCCCC2)C1=O (stereo not drawn) | -4% | 0% | -69*
